Screening results deposited in PubChem by National Center for Advancing Translational Sciences (NCATS).
Vif-APOBEC3F blk = Vif-A3F binding inhibition; HeLa A3F-eYFP + Vif (tagged APOBEC3F with the HIV-1 protein that degrades it), YFP fluorescence increase; Potency, µM (highest dose often 46.1 µM), for the others: at the highest dose activity, negative = active; hit rate 0.2% among 390,000; AID 602313; further: potency means the concentration at half of the fitted maximal effect; % of control where 0% means no effect; nearly all actives have a fitted effect of over 65% in size
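HeLa cells stably expressing Vif plus C-terminally eYFP-tagged A3F were seeded, incubated overnight at 37 deg C, dosed with compound, incubated overnight again at 37 deg C. Yellow fluorescence (Ex 488/Em 500-530) reported blocked Vif-mediated A3F-eYFP degradation.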
USP1-UAF1 inh = inhibitors of human USP1/UAF1 deubiquitinase. O94782. hit rate 0.23% among 390,000. Potency, µM (titrated, usually from 57.1 µM), inactives show top-dose activity change, negative = inhibition, actives largely listed as inhibitors. recombinant USP1/UAF1, Ub-Rhodamine cleavage fluorescence; further: potency means the concentration at half of the fitted maximal effect; on the % scale 0 is the no-effect control and ±100 the full control effect; nearly all actives have a fitted effect of over 60% in size; inactives centre near -12
Target sequence (O94782 whole entry, looked up): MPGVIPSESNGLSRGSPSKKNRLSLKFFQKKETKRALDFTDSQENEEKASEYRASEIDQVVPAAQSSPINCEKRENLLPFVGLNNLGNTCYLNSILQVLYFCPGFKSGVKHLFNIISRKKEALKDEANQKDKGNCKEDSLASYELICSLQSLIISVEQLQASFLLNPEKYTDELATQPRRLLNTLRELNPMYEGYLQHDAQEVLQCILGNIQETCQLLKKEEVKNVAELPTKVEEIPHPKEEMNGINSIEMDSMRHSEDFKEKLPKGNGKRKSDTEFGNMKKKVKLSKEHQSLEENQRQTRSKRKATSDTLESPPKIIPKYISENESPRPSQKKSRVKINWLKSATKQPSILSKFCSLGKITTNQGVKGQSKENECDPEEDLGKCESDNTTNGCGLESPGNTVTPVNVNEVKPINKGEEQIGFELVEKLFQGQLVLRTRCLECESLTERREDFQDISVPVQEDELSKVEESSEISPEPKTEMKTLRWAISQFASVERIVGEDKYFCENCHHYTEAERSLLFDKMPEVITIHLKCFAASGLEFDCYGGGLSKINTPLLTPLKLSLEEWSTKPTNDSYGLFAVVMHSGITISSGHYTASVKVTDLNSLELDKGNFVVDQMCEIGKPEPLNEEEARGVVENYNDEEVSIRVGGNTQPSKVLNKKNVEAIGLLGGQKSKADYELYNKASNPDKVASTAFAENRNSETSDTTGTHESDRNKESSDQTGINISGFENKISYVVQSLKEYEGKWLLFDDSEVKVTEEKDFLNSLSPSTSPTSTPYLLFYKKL
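In this screen, compounds sit with the deubiquitinase complex (1nM) for 15 min at room temperature before Ub-Rho is added at 150nM final. Fluorescence rise is then followed for 6 reads every 60 seconds.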
RGS4 inh = human RGS4 inhibition. Potency, µM (doses to about 114 µM), without a hit: at the top dose activity change, negative = inhibition, most hits filed as inhibitors. Transcreener GDP fluorescence polarization, RGS4-accelerated GTP hydrolysis. AID 504845. hit rate 0.039% among 390,000. P49798; further: potency means the concentration at half of the fitted maximal effect; on the % scale 0 is the no-effect control and ±100 the full control effect; nearly all actives have a fitted effect of over 75% in size; some results filed as inactive show a strong effect at the top dose
Target sequence (P49798 whole entry, looked up): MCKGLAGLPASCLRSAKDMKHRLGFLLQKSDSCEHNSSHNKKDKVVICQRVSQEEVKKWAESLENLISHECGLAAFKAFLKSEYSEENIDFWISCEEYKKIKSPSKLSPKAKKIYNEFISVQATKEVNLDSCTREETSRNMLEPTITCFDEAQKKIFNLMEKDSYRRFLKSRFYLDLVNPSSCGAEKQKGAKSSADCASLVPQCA
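MLSMR compounds (23 nl, pin-transferred) preincubated 10 min at room temperature with a 500nM (2x) first reagent, then RGS4 at 900nM (2x) plus Transcreener GDP mix added; fluorescence polarization (620/688 nm) read before and after 90 min at 30 °C.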
TrxR1 substrate = rat thioredoxin reductase 1 substrate activity; O89049; purified TrxR1 substrate turnover, NADPH consumption readout; Potency, µM (series often up to 114 µM), for inactives: at the highest dose activity change, negative = substrate turnover; hit rate 0.01% among 390,000; further: potency means the concentration at half of the fitted maximal effect; on the % scale 0 is the no-effect control and ±100 the full control effect; nearly all actives have a fitted effect of over 50% in size
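Rat TrxR1, dispensed at 90 nM, was prereduced with 400 uM NADPH (final) for 5 min at ~22 deg C, then incubated with compound 15 min before 400 uM selenite. A first-read NADPH fluorescence drop versus no-compound background flagged substrates.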
LDHA block = blocks human lactate dehydrogenase A; P00338; purified LDHA, NADH/diaphorase-resazurin fluorescence; active compounds read low; activity change, % (values are at about 110 or 230 µM); hit rate 0.15% among 480,000; AID 1347041; in the data active means activity change below about -30%; inconclusive means mostly about -25% to -30%;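 further: plate controls were DMSO wells for no effect and wells without enzyme for full effect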
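Human LDH5 (2 nM) was incubated with 0.06 mM NADH and 0.2 mM pyruvate for 5 min at room temperature in Tris pH 7.4. Remaining NADH was coupled through diaphorase/resazurin, and resorufin fluorescence was read at 0 and 20 min.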
TrxR1 inh = blocks rat thioredoxin reductase 1. recombinant rTrxR1, NADPH fluorescence consumption, selenite substrate. Potency, µM (top dose mostly 114 µM), inactives show top-dose activity change, negative = inhibition, hits mostly inhibitors. O89049. hit rate 1% among 390,000; further: potency means the concentration at half of the fitted maximal effect; on the % scale 0 is the no-effect control and ±100 the full control effect; nearly all actives have a fitted effect of over 65% in size
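Rat TrxR1 (90 nM in the dispensed reagent) was pre-reduced with 400 uM NADPH for 5 min at room temperature, then incubated with compound for 15 min. After 400 uM selenite was added, NADPH fluorescence (Ex 340/Em 450 nm) was followed for 8 min.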
GRP78 ERSR act = induces the endoplasmic reticulum stress response in human glioma cells; U87-MG GRP78 promoter luciferase reporter, 16 h; Potency, µM, for the others: at the highest dose activation, most hits filed as activators; hit rate 0.02% among 420,000; AID 602332; further: potency means the concentration at half of the fitted maximal effect; series mostly up to about 76 µM; % of control where 0% means no effect; nearly all actives have a fitted effect of over 35% in size
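Stably transfected U87-MG glioma cells carrying a GRP78-based luciferase sensor; 16 h compound incubation. Luminescence end-point read 10 min after Bright-Glo addition at room temperature.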
Vif-APOBEC3G blk = inhibitors of Vif-APOBEC3G interaction; AID 602310; Q9HC16; hit rate 0.076% among 410,000; HeLa A3G-eYFP + Vif (tagged APOBEC3G with the HIV-1 protein that degrades it), YFP fluorescence, overnight; Potency, µM (doses to about 46.1 µM), without a hit: at the highest dose activity, negative = active, actives largely listed as inhibitors;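 further: potency means the concentration at half of the fitted maximal effect; on the % scale 0 is the no-effect control and ±100 the full control effect; nearly all actives have a fitted effect of over 60% in size; hits raise eYFP signal because A3G escapes Vif-driven loss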
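HeLa cells stably expressing Vif and C-terminally eYFP-tagged A3G, seeded overnight at 37 deg C, then exposed to compound by pintool overnight at 37 deg C. Rise in yellow fluorescence (Ex 488/Em 500-530, Acumen) marks blocked Vif-driven A3G degradation.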
IDH1 R132H inh = inhibitors of human mutant IDH1 R132H. hit rate 0.093% among 390,000. Potency, µM (titrated, usually from 76.6 µM), for inactives: top-dose activity change, negative = inhibition, usual class: inhibitors. O75874. AID 602179. IDH1-R132H enzyme, NADPH consumption, diaphorase/resazurin fluorescence; further: potency means the concentration at half of the fitted maximal effect; on the % scale 0 is the no-effect control and ±100 the full control effect; nearly all actives have a fitted effect of over 65% in size
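IDH1-R132H (0.5 ug/mL dispensed) in pH 7.5 Tris buffer was preincubated 30 min with compound, then given a substrate mix of 0.016 mM NADPH and 2 mM alpha-KG for 80 min at room temperature; remaining NADPH was read by diaphorase/resazurin fluorescence.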
* marks the source's active call; other numbers are inactive results; ? = inconclusive; nt = not tested or not shown; & = joins results of further samples; [ ] = remark or other dose. Unless noted, the call rests on the fitted dose curve; in most records, active means well fitted curve in the direction sought with a large enough effect; inconclusive means small, poorly fitted or top-dose-only effect, or another doubt; inactive means no such curve, though single readings can be large; an effect the other way counts as inactive or inconclusive. Some of the compounds tested; rates above refer to the full screens.

SMILES	Vif-APOBEC3F blk	USP1-UAF1 inh	RGS4 inh	TrxR1 substrate	LDHA block	TrxR1 inh	GRP78 ERSR act	Vif-APOBEC3G blk	IDH1 R132H inh
CC1=C(c2ccc(C(C)C)cc2)S(=O)(=O)N=C1N1CCN(c2ccccc2F)CC1	0%	-7%	-5%	-2%	-5	11%	-2%	3%	-17%
Cc1ccc(C)c(NC(=O)CN(C)C(=O)c2cc3ccccc3o2)c1	-2%	-11%	12%	8%[57.1 µM]	-6	22%[57.1 µM]	-1%	2%	0%
O=[N+]([O-])c1ccc2ccn(C3OCC(O)C(O)C3O)c2c1 (stereo not given)	4%	-10%	8%	2%[57.1 µM]	7	10%[57.1 µM]	-4%	1%	8%
CC1(c2ccc(Cl)cc2Cl)NC(=O)N(CC(=O)N2CCN(C(=O)c3ccco3)CC2)C1=O (stereo not given)	-10%	-18%	-13%	8%	-4	13%	-4%	0%	3%
O=C(Cn1cnc2ccccc2c1=O)c1c[nH]c2ccccc12	5%	-17%	-26%	1%	-2	-3%	-2%	2%	4%
COc1cc(SC)ccc1C(=O)Nc1ccc(S(=O)(=O)Nc2nccc(C)n2)cc1	4%	?	-3%	-5%[57.1 µM]	-2	5%[57.1 µM]	-3%	0%	12%
C=C(C)[C@@H]1CC=C(CN2CCN(Cc3ccccc3)CC2)CC1	-2%	-25%	-5%	-1%	-9	0%	-2%	-2%	-7%
COc1cccc(CN2CCN(CCCc3ccccc3)C(CCO)C2)c1O (stereo not given)	-1%	-16%	-18%	8%	5	27%	-1%	1%	0%
CCOc1ccc(CCNC(=O)CCc2nnc3ccc(N4CCOCC4)nn23)cc1	-3%	-9%	-3%	2%[57.1 µM]	0	12%[57.1 µM]	1%	-1%	-3%
COc1ccc2c(c1)[nH]c(=O)c1sc3ccccc3c12	-19%	-15%	-16%	9%[57.1 µM]	1	25%[57.1 µM]	1%	-11%	7%
O=C(Nc1ccc(Cl)c(Cl)c1)N(Cc1c[nH]c2ccccc12)C1CCCCC1	-1%	-25%	21%	5%	-5	22%	-1%	0%	-11%
CC(C)(C)NC(=O)CSc1nc2ccc(NC(=O)CSc3nnc(N)s3)cc2s1	8%	-13%	1%	1%	-8	3%	-13%	0%	4%
Cc1ccc(Cn2c(SCC(=O)N3CC(=O)Nc4ccccc43)nc3ccccc3c2=O)cc1	4%	-17%	-8%	3%	-4	12%	-2%	-8%	-7%
O=[N+]([O-])c1ccccc1S(=O)(=O)N1CCCCC1	-15%	-9%	-13%	2%	-1	17%	-2%	0%	2%
Cc1cccc(N2CCN(C(=O)CSc3nnnn3C3CC3)CC2)c1C	-5%	-19%	-13%	3%	0	1%	-1%	0%	9%
CC(C)c1nn2c(=O)cc(COC(=O)CNC(=O)c3ccccc3Cl)nc2s1	2%	-14%	22%	-2%[57.1 µM]	-3	4%[57.1 µM]	-1%	-1%	14%
Cc1c(Cl)cnc(NC(=O)COC(=O)c2nn(C)c(=O)c3ccccc23)c1Cl	2%	0%	18%	-5%	-9	-10%	1%	-12%	-18%
Cc1cn2c(=O)cc(COc3cccc(NC(=O)c4ccccc4C)c3)nc2s1	-1%	4%	-4%	-4%	-11	-8%	-4%	-1%	1%
COc1ccc(CNc2nc3c(c(=O)n(Cc4ccc(Cl)cc4)c(=O)n3C)n2C)cc1	1%	-21%	7%	-12%	-4	1%	2%	0%	-2%
COc1ccccc1C(CNC(=O)c1cccc(S(=O)(=O)Nc2ccc(F)cc2)c1)N1CCCC1 (stereo not given)	-5%	-4%	-12%	-12%	-1	-16%	-6%	?	0%
Cc1ccc(S(=O)(=O)Nc2cccc(C(=O)NCC(c3ccccc3)N(C)C)c2)cc1F (stereo not given)	8%	-1%	8%	-9%[57.1 µM]	-14	-19%[57.1 µM]	-2%	1%	-8%
Cc1cccc(C(=O)NNc2ncnc3c2cnn3C)c1	0%	-14%	-40%	-4%[57.1 µM]	-2	20%[57.1 µM]	-4%	1%	7%
O=C(Cn1cc(C(=O)C2CCCCC2)c2ccccc21)Nc1ccccc1Cl	-10%	-2%	-6%	5%	-11	29%	-4%	-2%	-6%
COc1ccc(-c2ccc3c(c2)S(=O)(=O)c2cccc(C(=O)NC4CCCCC4)c2C3=O)cc1OC	-2%	24%	23%	7%[57.1 µM]	-1	3%[57.1 µM]	-2%	0%	-11%
COCCCNC(=O)c1cc2cc([N+](=O)[O-])cc(OC)c2oc1=O	3%	-18%	-21%	-5%	-2	1%	0%	-9%	5%
SMILES	Vif-APOBEC3F blk	USP1-UAF1 inh	RGS4 inh	TrxR1 substrate	LDHA block	TrxR1 inh	GRP78 ERSR act	Vif-APOBEC3G blk	IDH1 R132H inh
COc1ccc(OC)c(NC(=O)c2nc(SCc3ccccc3F)ncc2Cl)c1	5%	-3%	-10%	-4%&-6%	3&3	?	-3%&-2%	9%&-1%	11%
CN(C)c1nc(NCc2ccccc2)nc(N/N=C/c2ccc(Cl)cc2Cl)n1	-4%	-6%	-24%	-4%[57.1 µM]	-2	20%[57.1 µM]	-3%	-3%	0%
CCOc1ccc(S(=O)(=O)N2CCCCC2)cc1NC(=O)CN1C(=O)NC(C)(C2CC2)C1=O (stereo not given)	9%	-14%	-24%	-1%	1	4%	-2%	-4%	3%
CCOc1ccc(CCNC(=O)COC(=O)CNS(=O)(=O)c2ccc(C)cc2)cc1OCC	-11%	-22%	-11%	3%	3	13%	-4%	4%	7%
CCOc1ccc(NS(=O)(=O)c2csc(C(N)=O)c2)cc1	6%	-4%	23%	9%[57.1 µM]	-2	8%[57.1 µM]	-2%	0%	1%
CC(C)OC(=O)c1cccnc1SCC(=O)N(C)c1ccccc1	-19%	-1%	6%	13%[57.1 µM]	-1	6%	-1%	-1%	9%
S=c1[nH]nc(-c2ccc(Cl)cc2)n1-c1ccc(Cl)cc1	7%	0%	-24%	6%	-6	-25%[57.1 µM]	-4%	2%	-4%
COc1ccc(S(N)(=O)=O)cc1C(=O)NNC(=O)CN(C)S(=O)(=O)c1ccc(Cl)cc1	1%	-12%	-30%	-11%	-3	-14%	-5%	1%	6%
COC(=O)c1sc(C(=O)OC)c(C(=O)OC)c1C(=O)OC	2%	-18%	-27%	-5%	2	-10%	-5%	-1%	3%
CC1CCN(C(=O)Cn2c(SCC(=O)Nc3ccc(F)cc3)nc3ccccc32)CC1	3%	-8%	-19%	4%[57.1 µM]	-5	14%[57.1 µM]	-1%	-1%	0%
O=C(NCc1ccccc1)C1=C[C@H](c2ccc3c(c2)OCO3)C[C@H](OCCCCO)O1	1%	-24%	-1%	6%	7	14%	-1%	-9%	5%
COc1cccc(CNC(=O)C2CCN(c3cnccn3)CC2)c1	-3%	-3%	6%	-4%	1	-8%	-4%	1%	0%
Cc1nn(-c2ccccc2)c(N2CCCC2)c1/C=N/NC(=O)C1CC1	1%	-18%	-24%	-2%[57.1 µM]	1	11%[57.1 µM]	-6%	0%	0%
CCOC(=O)C1CCCN(CC(O)COCc2ccccc2OC)C1 (stereo not given)	-2%	-10%	22%	4%	-9	11%	-2%	0%	-3%
COCCNC(=O)/C(=C/c1ccccc1Cl)c1ccccc1	-30%	3%	-7%	-4%	4	3%	-5%	0%	5%
COc1ccc(C2C3=C(N=C4SCC(=O)N42)c2ccccc2CC3)cc1 (stereo not given)	nt	-16%	-23%	-9%	4	-26%	-8%	-28%	9%
CCOC(=O)c1cc(-c2ccccc2)n(CCCC(=O)Nc2ccc(C)c(C)c2)c1C	1%	1%	-4%	3%[57.1 µM]	1	28%[57.1 µM]	-3%	-3%	2%
CC(=O)c1ccc(NC(=O)C2=CC(c3ccc(C)cc3)=NS(=O)(=O)N2C)cc1	4%	-17%	-6%	-3%	3	10%	-2%	4%	16%
CC(=O)c1ccc(NC(=O)c2sc3nc(N4CCOCC4)c4c(c3c2N)CCCC4)cc1	10%	-3%	-5%	-5%	4	16%	-2%	3%	?
CC(C)=CC1C=C(C)C(C)C2C(=O)NNC(=O)C12 (stereo not given)	-15%	5%	17%	3%	1	12%	-5%	1%	-3%
COc1ccc(CNC(=O)c2cccn2-c2nnc(N3CCCCC3)s2)c(OC)c1	1%	-7%	11%	10%[57.1 µM]	2	36%[activator][57.1 µM]	-3%	-1%	0%
O=C(CN1C(=O)CSc2ncccc21)Nc1cccc(Cl)c1	10µM*	-5%	10%	0%[57.1 µM]	-2	24%[57.1 µM]	4%	?	4%
Cc1cccc(OCC(=O)O/N=C(\N)c2ccc(Cl)cc2)c1	-4%	6%	-6%	-1%	-2	18%	-2%	-1%	14%
CN(C(=O)CSc1nnc(Cc2ccccc2F)n1N)C1CCCCC1	-4%	3%	27%	6%[57.1 µM]	-6	3%[57.1 µM]	5%	-4%	-2%
CCOC(=O)c1c(C)[nH]c(C)c1S(=O)(=O)N(C)CC(=O)N1CCN(c2cccc(C)c2C)CC1	-7%	-22%	12%	5%[57.1 µM]	-9	22%[57.1 µM]	-1%	-18%	2%
COc1nc(=O)n(C2C=CC(=O)O2)cc1F (stereo not given)	1%	-6%	nt	nt	-15	nt	-13%	?	-11%
